Source: PubChem (several laboratories)
Mcl1 Noxa PPI: disrupts binding of human Mcl-1 to Noxa peptide; TR-FRET Mcl-1/Noxa peptide binding, 2 h; inhibition, % at 21.7 µM; hit rate 1.5% among 220,000;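 active = compounds that cut the protein-peptide binding signal by more than 50% relative to plate controls in a single-dose test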;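 also: His-tagged Mcl-1 with rhodamine Noxa BH3 peptide and terbium anti-His antibody; 0% = Mcl-1 plus Noxa peptide wells and 100% = peptide-only wells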
Target sequence (Q07820 whole entry, looked up): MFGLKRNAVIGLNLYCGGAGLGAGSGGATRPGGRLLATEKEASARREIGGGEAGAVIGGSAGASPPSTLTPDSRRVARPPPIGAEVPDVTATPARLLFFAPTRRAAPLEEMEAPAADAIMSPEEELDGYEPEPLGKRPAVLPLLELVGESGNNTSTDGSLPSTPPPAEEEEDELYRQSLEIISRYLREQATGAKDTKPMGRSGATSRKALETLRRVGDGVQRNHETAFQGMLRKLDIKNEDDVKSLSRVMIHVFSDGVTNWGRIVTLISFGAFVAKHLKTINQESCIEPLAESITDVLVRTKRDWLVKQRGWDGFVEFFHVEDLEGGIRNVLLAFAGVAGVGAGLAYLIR
RGS4-Gao reg: modulates binding of RGS4 to human Galphao | AID 1415 | hit rate 0.33% among 220,000 | P09471 | Multiplexed bead flow cytometry; actives lie on both sides | binding response (% of control), % at 10 µM; in the data active = binding response below about 49% or above about 150%; inactive = in between;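 also: fluorescent Galphao activated with aluminum fluoride binding bead-coupled RGS4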
ABCB1 block: inhibitors of human ABCB1 transporter, ABCG2 counter-screen | hit rate 0.067% among 190,000 | P08183 | inhibition, % at 6.6 µM | CCRF-Adr cells, JC-1 efflux, flow cytometry | AID 1326; in the data active = inhibition above about 40%;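 also: 0% = vehicle and 100% = reference inhibitor; higher value means more JC-1 retained so stronger ABCB1 efflux block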
GSH fluor: GSH bead compound fluorescence profile; hit rate 0.25% among 190,000; AID 1776; GSH beads flow cytometry, compound fluorescence 488/530 nm; hits give high values; fluorescence (KMESF) at 10 µM; in the data active = fluorescence above about 89;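 also: glutathione beads carrying GST-tagged Bcl family fusion proteins plus one bare bead set; values are compound well signal with DMSO vehicle wells as background; inactives centre near 16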
Avidin bead fluor: compound fluoresces at 488/530 nm on avidin beads. compound fluorescence 488/530 nm, flow cytometry; hits give high values. hit rate 0.38% among 220,000. fluorescence (KMESF) at 10 µM. AID 1775; in the data active = fluorescence above about 47; also: inactives centre near 10
ABCG2 block: human ABCG2 inhibition, ABCB1 as counter-screen; Q9UNQ0; IgMXP3 cells, JC-1 efflux, flow cytometry; inhibition, % at 6.6 µM; hit rate 0.1% among 190,000; AID 1325;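 active = inhibition above 80%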;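 also: 0% = DMSO and 100% = nicardipine control wells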
Target sequence (Q9UNQ0 whole entry, looked up): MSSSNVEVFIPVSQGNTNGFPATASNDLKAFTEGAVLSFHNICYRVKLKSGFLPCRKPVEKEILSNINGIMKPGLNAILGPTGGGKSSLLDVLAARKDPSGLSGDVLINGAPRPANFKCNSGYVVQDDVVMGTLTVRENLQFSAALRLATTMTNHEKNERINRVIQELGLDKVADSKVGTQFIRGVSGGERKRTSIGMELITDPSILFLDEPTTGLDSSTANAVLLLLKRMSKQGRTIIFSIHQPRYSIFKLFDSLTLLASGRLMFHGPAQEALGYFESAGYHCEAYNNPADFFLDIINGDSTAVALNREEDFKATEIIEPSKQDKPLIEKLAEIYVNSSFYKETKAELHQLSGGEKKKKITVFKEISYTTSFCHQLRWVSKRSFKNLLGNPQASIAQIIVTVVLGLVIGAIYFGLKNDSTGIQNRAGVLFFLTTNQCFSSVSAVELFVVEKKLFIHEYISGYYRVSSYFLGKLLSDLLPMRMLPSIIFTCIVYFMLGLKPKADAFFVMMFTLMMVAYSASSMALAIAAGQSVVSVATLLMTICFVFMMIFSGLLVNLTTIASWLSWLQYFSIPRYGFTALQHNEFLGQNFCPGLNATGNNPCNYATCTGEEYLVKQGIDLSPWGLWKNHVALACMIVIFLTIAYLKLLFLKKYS
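Test system: IgMXP3 (ABCG2) plus far-red-tagged CCRF-Adr (ABCB1) cells / Amount: 3 million cells/mL in well / Reagent: JC-1 transporter substrate / Timing: 10 min compound exposure, 25 °C / Signal: flow cytometry, 530 nm JC-1 signal / Read-out: percent efflux inhibition, scaled nicardipine 100% to DMSO 0% / Benchmarks: nicardipine as high control, DMSO as low control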
Mcl1-Bid inh: Mcl-1/Bid interaction inhibition. Q07820. TR-FRET Mcl-1/Bid-Dy647 peptide binding, 1536-well. hit rate 0.97% among 220,000. inhibition, % at 21.7 µM;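 active = compounds that cut the binding signal by more than half at the single screening dose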;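 also: His-tagged Mcl-1 with europium anti-His antibody binding Bid BH3 peptide; 0% = Mcl-1 plus peptide wells and 100% = peptide-only wells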
RGS8-Gao reg: human RGS8-Galphao interaction regulation; response (percent of control binding), % at 10 µM; P09471; multiplexed bead flow cytometry, RGS8-Galphao binding; actives lie on both sides; AID 1423; hit rate 0.34% among 220,000; in the data active = response below about 60% or above about 140%; inactive = in between;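 also: Galphao activated as the GDP aluminium fluoride complex binding bead-coupled RGS8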
Pf gametocyte: inhibitors of late stage P. falciparum gametocyte viability; P. falciparum stage V gametocytes, ATP luminescence, 24 h; inhibition, % at 10.9 µM; hit rate 0.065% among 150,000;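 active = inhibition above the mean plus 3 SD of compounds within the control limits, set per campaign, cut at about 38% in these data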;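 also: 0% = DMSO wells and 100% = medium only without gametocytes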
Bim-Mcl-1: human Bim-Mcl-1 interaction inhibition; Q07820; Bead-based flow cytometry, Bim peptide-Mcl-1 binding; inhibition, % at 10 µM; hit rate 0.1% among 190,000; in the data active = inhibition above about 40%;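 also: 0% = no compound tracer wells and 100% = peptide blocker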
RGS7-Gao reg: human RGS7-Galphao interaction regulation; AID 1439; binding response (% of control), % at 10 µM; hit rate 0.35% among 220,000; Multiplexed bead flow cytometry, RGS7-Galphao binding; actives lie on both sides; in the data active = binding response below about 49% or above about 150%; inconclusive = no clear call, values can overlap the other calls; inactive = in between;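 also: fluorescent Galphao held in activated GDP-AlF4 state binding bead-coupled RGS7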
Starred values were filed as active, the others as inactive; ? = inconclusive; nt = not tested or not shown. The order is random, and some 3.3% of all compounds hit somewhere here.

1	O=C(NNS(=O)(=O)c1ccc(F)cc1)c1cnccn1
2	CN(C)CCC(=O)c1cccc(Br)c1
3	CN(C)/C=C(/C(=O)c1ccccc1)S(=O)(=O)c1ccc(Cl)cc1
4	O=C(CSc1ncn[nH]1)NCc1ccccc1
5	O=C(CSc1nnc(CNC(=O)c2ccccc2F)o1)NCc1ccccc1
6	Cc1cc(NC(=O)CSc2ncn(-c3ccccc3)n2)no1
7	CN1CCN(C(=S)NC(=O)/C=C/c2ccccc2Cl)CC1
8	N#Cc1cnc2ncnn2c1-c1ccccc1

Assay by compound | 1 | 2 | 3 | 4 | 5 | 6 | 7 | 8
Mcl1 Noxa PPI | 1 | -2 | 2 | -17 | 0 | 18 | 21 | 3
RGS4-Gao reg | 106 | 93 | 80 | 99 | 95 | 101 | 100 | 102
ABCB1 block | 0.2 | -0.2 | 0.0 | 1.0 | 0.7 | 0.6 | 0.1 | 1.0
GSH fluor | 17 | 18 | 14 | 11 | 21 | 23 | 10 | 6
Avidin bead fluor | 10 | 9 | 8 | 39 | 6 | 11 | 6 | 23
ABCG2 block | 1 | -1 | -3 | 6 | 4 | 3 | 2 | 13
Mcl1-Bid inh | -19 | -21 | -33 | -12 | -23 | 5 | -30 | -5
RGS8-Gao reg | 101 | 102 | 92 | 98 | 98 | 104 | 107 | 106
Pf gametocyte | -3 | -7 | 10 | 4 | 14 | 7 | nt | -8
Bim-Mcl-1 | 0 | -4 | -1 | 0 | 0 | 0 | 12 | 15
RGS7-Gao reg | 102 | 95 | 101 | 103 | 98 | 105 | 99 | 105

9	CCc1cccc(OCCCCNCCOC)c1
10	O=C(COC(=O)c1cc(=O)[nH]c2ccccc12)c1cccs1
11	N/C(=N\OC(=O)c1cccnc1)c1ccccc1Cl
12	C=CCNC(=S)NC(=O)c1oc2ccccc2c1C
13	O=C(O)Cn1c(P(=O)(O)c2ccccc2)nc2ccccc21
14	COc1ccc(CCC(=O)NC2=NCCS2)cc1OC
15	O=c1c2ccccc2nc2n1CCCCN2
16	COc1cc(CCC(=O)Nc2ccc(Br)c(C(F)(F)F)c2)cc(OC)c1OC

Assay by compound | 9 | 10 | 11 | 12 | 13 | 14 | 15 | 16
Mcl1 Noxa PPI | 10 | -7 | 5 | 7 | 27 | 17 | 17 | 0
RGS4-Gao reg | 100 | 102 | 98 | 102 | 103 | 108 | 106 | 105
ABCB1 block | 0.6 | 0.3 | 0.0 | 0.5 | -3.4 | 0.4 | 0.1 | 0.3
GSH fluor | 31 | 10 | 20 | 13 | 24 | 18 | 14 | 13
Avidin bead fluor | 7 | 12 | 5 | 20 | 17 | 6 | 37 | 13
ABCG2 block | 1 | 3 | 6 | 6 | -1 | 1 | 1 | 7
Mcl1-Bid inh | 40 | -43 | -9 | -64 | 9 | -3 | 11 | 3
RGS8-Gao reg | 100 | 100 | 101 | 100 | 102 | 108 | 101 | 102
Pf gametocyte | nt | nt | nt | -27 | nt | nt | 15 | -14
Bim-Mcl-1 | -3 | -1 | 2 | -2 | 1 | 4 | 0 | -3
RGS7-Gao reg | 100 | 101 | 97 | ? | 102 | 102 | 100 | 98

17	COc1cc(/C=N/NC(=S)NCc2ccco2)cc(OC)c1OC
18	CCOC(=O)C(CCCOc1ccc(C(C)CC)cc1)C(=O)OCC (centres undefined)
19	O=C(CCn1nc(-c2ccc(Cl)cc2)c2ccccc2c1=O)NN1CCOCC1
20	Cc1[nH]c2c(Cl)cccc2c1CCNC(=O)C1CCCCC1C(=O)OCC(F)(F)F (centres undefined)
21	CCC(CC)C(=O)Nc1cccc(/C(C)=N\NC(=O)c2ccc(C)s2)c1
22	N#CCSc1nc2ccccc2c(=O)n1CCCC(=O)NCc1ccco1
23	N#CC1=C(N)OC2=C(C(=O)CCC2)C1c1ccccc1 (centres undefined)
24	Cc1ccc2occ(/C=N/NC(=O)[C@@H](N)Cc3ccccc3)c(=O)c2c1

Assay by compound | 17 | 18 | 19 | 20 | 21 | 22 | 23 | 24
Mcl1 Noxa PPI | -20 | -1 | -2 | 0 | -2 | 9 | -1 | -20
RGS4-Gao reg | 100 | 105 | 99 | 93 | 99 | 99 | 118 | 98
ABCB1 block | 0.6 | 0.4 | nt | -0.2 | 1.4 | 0.7 | 0.3 | nt
GSH fluor | 16 | 10 | nt | 11 | 20 | 21 | 8 | nt
Avidin bead fluor | 7 | 15 | 6 | 9 | 8 | 9 | 16 | 7
ABCG2 block | 4 | 1 | nt | 1 | 9 | 9 | 1 | nt
Mcl1-Bid inh | -56 | -10 | -1 | -18 | -30 | -23 | -65 | -20
RGS8-Gao reg | 102 | 106 | 101 | 97 | 96 | 99 | 106 | 98
Pf gametocyte | 5 | nt | 0 | -17 | -2 | 7 | -4 | 11
Bim-Mcl-1 | -4 | -2 | nt | -8 | 0 | -1 | -2 | nt
RGS7-Gao reg | 102 | 103 | ? | 101 | 103 | 92 | 114 | ?

Retrieved by structure from above (5):
21	CCC(CC)C(=O)Nc1cccc(/C(C)=N\NC(=O)c2ccc(C)s2)c1
22	N#CCSc1nc2ccccc2c(=O)n1CCCC(=O)NCc1ccco1
10	O=C(COC(=O)c1cc(=O)[nH]c2ccccc12)c1cccs1
23	N#CC1=C(N)OC2=C(C(=O)CCC2)C1c1ccccc1 (centres undefined)
6	Cc1cc(NC(=O)CSc2ncn(-c3ccccc3)n2)no1

Assay by compound | 21 | 22 | 10 | 23 | 6
Mcl1 Noxa PPI | -2 | 9 | -7 | -1 | 18
RGS4-Gao reg | 99 | 99 | 102 | 118 | 101
ABCB1 block | 1.4 | 0.7 | 0.3 | 0.3 | 0.6
GSH fluor | 20 | 21 | 10 | 8 | 23
Avidin bead fluor | 8 | 9 | 12 | 16 | 11
ABCG2 block | 9 | 9 | 3 | 1 | 3
Mcl1-Bid inh | -30 | -23 | -43 | -65 | 5
RGS8-Gao reg | 96 | 99 | 100 | 106 | 104
Pf gametocyte | -2 | 7 | nt | -4 | 7
Bim-Mcl-1 | 0 | -1 | -1 | -2 | 0
RGS7-Gao reg | 103 | 92 | 101 | 114 | 105

Next section.
25	CCn1c(SCC(=O)Nc2cc(S(=O)(=O)N3CCOCC3)ccc2OC)nnc1-c1ccncc1
26	O=C(NCC(=O)N(c1ccccc1)C(C(=O)NC1CCCC1)c1cccnc1)c1cccs1 (centres undefined)
27	COc1ccc(CCNC(=O)CNS(=O)(=O)c2ccc(Br)s2)cc1OC
28	CCN(CC)c1ccc(C=Nc2ccccc2C)c(O)c1
29	C=C(C)CNC(=S)Nc1sc2c(c1C(=O)OCC)CC(C)(C)OC2
30	N#Cc1cnn(-c2ncnc3sc(-c4ccccc4)cc23)c1N
31	C=CCn1c2ccccc2c2nnc(SCC(=O)Nc3cc(C)on3)nc21
32	COc1ccccc1N1CCN(c2ccc([N+](=O)[O-])nc2)CC1

Assay by compound | 25 | 26 | 27 | 28 | 29 | 30 | 31 | 32
Mcl1 Noxa PPI | 15 | -7 | -7 | 21 | 15 | -8 | 3 | -35
RGS4-Gao reg | 99 | 104 | 92 | 101 | 99 | 102 | 100 | 104
ABCB1 block | -0.3 | 0.5 | 0.7 | -0.1 | -1.0 | 0.3 | 3.2 | 0.4
GSH fluor | 14 | 15 | 23 | 11 | 12 | 12 | 57 | 8
Avidin bead fluor | 9 | 7 | 11 | 10 | 10 | 9 | 13 | 20
ABCG2 block | 3 | 0 | 5 | 18 | -5 | 7 | 13 | 2
Mcl1-Bid inh | -32 | -9 | -9 | -6 | -16 | 28 | -9 | -64
RGS8-Gao reg | 99 | 103 | 96 | 99 | 98 | 102 | 99 | 101
Pf gametocyte | 1 | nt | nt | -2 | nt | 2 | -10 | nt
Bim-Mcl-1 | 0 | -1 | 0 | -1 | -12 | 0 | 3 | -2
RGS7-Gao reg | ? | 100 | 91 | 96 | 104 | 99 | 99 | 102

Full records, looked up by structure:
N#Cc1cnn(-c2ncnc3sc(-c4ccccc4)cc23)c1N as listed: Mcl1 Noxa PPI: -8; RGS4-Gao reg: 102; ABCB1 block: 0.3; GSH fluor: 12; Avidin bead fluor: 9; ABCG2 block: 7; Mcl1-Bid inh: 28; RGS8-Gao reg: 102; Pf gametocyte: 2; Bim-Mcl-1: 0; RGS7-Gao reg: 99
C=CCn1c2ccccc2c2nnc(SCC(=O)Nc3cc(C)on3)nc21 as listed: Mcl1 Noxa PPI: 3; RGS4-Gao reg: 100; ABCB1 block: 3.2; GSH fluor: 57; Avidin bead fluor: 13; ABCG2 block: 13; Mcl1-Bid inh: -9; RGS8-Gao reg: 99; Pf gametocyte: -10; Bim-Mcl-1: 3; RGS7-Gao reg: 99

Remaining list, next part
33	CC1(C)CC(=O)C(C(C2=C(O)CC(C)(C)CC2=O)c2ccc(O)c([N+](=O)[O-])c2)=C(O)C1
34	CN(C(=O)COC(=O)CNC(=O)c1ccccc1Cl)c1ccccc1
35	Cc1ccc(-n2nnnc2SC(C)C(=O)Nc2ccc(Cl)cn2)cc1 (centres undefined)
36	Fc1ccc(OCc2nc(-c3cccs3)no2)cc1
37	O=C1OC(/C=C/c2ccccc2)=NC/1=C/C=C/c1ccccc1
38	CC(C)NC(=O)CCS(=O)(=O)c1ccc(Br)s1
39	O=[N+]([O-])c1ccc(Sc2ccccc2Cl)nc1
40	COc1ccccc1CCc1nnc(CCC(=O)NCCCOc2cccnc2)o1
41	C/C(=N\NC(=O)c1ccc(CN2CCc3ccccc3C2)cc1)c1ccccc1O

Assay by compound | 33 | 34 | 35 | 36 | 37 | 38 | 39 | 40 | 41
Mcl1 Noxa PPI | 6 | 4 | 2 | 4 | -3 | 4 | 2 | -1 | 22
RGS4-Gao reg | 102 | 100 | 94 | 101 | 98 | 100 | 105 | 101 | 98
ABCB1 block | -0.6 | 0.4 | 0.0 | 0.3 | -4.1 | 0.2 | 1.5 | 1.5 | 0.8
GSH fluor | 9 | 10 | 10 | 17 | 10 | 22 | 28 | 9 | 20
Avidin bead fluor | 9 | 12 | 21 | 10 | 4 | 20 | 4 | 2 | 10
ABCG2 block | 0 | 6 | 1 | 1 | -10 | 26 | 6 | 5 | 8
Mcl1-Bid inh | -42 | -20 | -3 | -17 | -31 | -14 | -10 | -23 | -24
RGS8-Gao reg | 100 | 99 | 97 | 105 | 104 | 100 | 96 | 99 | 97
Pf gametocyte | 0 | -24 | nt | 8 | 14 | -3 | -3 | 18 | -9
Bim-Mcl-1 | -1 | 1 | 2 | 0 | -2 | -2 | -6 | -1 | 0
RGS7-Gao reg | 95 | 98 | 98 | 100 | 96 | 102 | 100 | 98 | 99
